Cdc25B inh = inhibitors of human Cdc25B phosphatase; P30305; recombinant Cdc25B, OMFP fluorescence Ex485/Em525; inhibition, %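 (compounds tested at 10 µM final in the well)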; 65,000 compounds, 0.1% hits; AID 368; in the data active = inhibition above about 50%
HTR1A agonist = activates the human 5-HT1a serotonin receptor | P08908 | CHO 5-HT1a Ga15 NFAT-bla reporter, FRET ratio; 0% basal, 100% maximal reference agonist | activation, % at 10 µM | 65,000 compounds, 0.56% hits;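 active = activation above the screen-wide mean activation plus 3 SD, cut at about 19% in these data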;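 note: 0% = DMSO wells and 100% = 5-CT at EC100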
Target sequence (P08908 whole entry, looked up): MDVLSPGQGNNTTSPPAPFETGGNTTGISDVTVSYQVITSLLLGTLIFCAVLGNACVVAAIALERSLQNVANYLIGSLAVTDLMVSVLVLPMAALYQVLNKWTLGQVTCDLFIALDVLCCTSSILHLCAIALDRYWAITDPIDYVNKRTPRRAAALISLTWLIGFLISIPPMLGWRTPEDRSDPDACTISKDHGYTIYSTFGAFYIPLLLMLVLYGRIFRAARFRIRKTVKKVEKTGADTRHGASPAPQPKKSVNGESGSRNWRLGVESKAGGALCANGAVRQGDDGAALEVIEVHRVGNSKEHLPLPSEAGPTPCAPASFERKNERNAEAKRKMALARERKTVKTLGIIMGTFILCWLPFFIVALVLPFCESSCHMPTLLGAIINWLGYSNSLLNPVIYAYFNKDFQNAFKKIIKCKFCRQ
FXIa inh mix = blocks human factor XIa in pooled compound mixtures | 62,000 compounds, 0.19% hits | inhibition, % at 5 µM | purified FXIa, fluorogenic substrate | AID 680;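 note: each value is inhibition by a whole ten-compound pool holding the compound; 0% = enzyme with no mixture and 100% = wells lacking enzyme; strong numbers were not always called active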
C1s block = human complement C1s inhibition | purified C1s, fluorogenic AMC substrate, pooled mixtures | 62,000 compounds, 0.16% hits | mean inhibition % of two 10-compound mixtures (hits give high values), % at 5 µM (by protocol) | P09871;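 active = inhibition above 20% in each of the two 10-compound mixture wells holding the compound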;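 note: 0% = enzyme wells lacking compound mixture and 100% = no-enzyme blank wells; some compounds called inactive have numbers as strong as hits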
MKP-1 inh = human dual specificity phosphatase 1 inhibition; P28562; 65,000 compounds, 0.15% hits; AID 374; inhibition, %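 (compounds tested at a single concentration somewhere between 10 and 100 µM)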; recombinant MKP-1, OMFP hydrolysis fluorescence;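 active = inhibition above about 50%, limit read from the data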;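 note: 0% = DMSO max control wells and 100% = wells with enzyme stopped by NaOH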
Target sequence (P28562 whole entry, looked up): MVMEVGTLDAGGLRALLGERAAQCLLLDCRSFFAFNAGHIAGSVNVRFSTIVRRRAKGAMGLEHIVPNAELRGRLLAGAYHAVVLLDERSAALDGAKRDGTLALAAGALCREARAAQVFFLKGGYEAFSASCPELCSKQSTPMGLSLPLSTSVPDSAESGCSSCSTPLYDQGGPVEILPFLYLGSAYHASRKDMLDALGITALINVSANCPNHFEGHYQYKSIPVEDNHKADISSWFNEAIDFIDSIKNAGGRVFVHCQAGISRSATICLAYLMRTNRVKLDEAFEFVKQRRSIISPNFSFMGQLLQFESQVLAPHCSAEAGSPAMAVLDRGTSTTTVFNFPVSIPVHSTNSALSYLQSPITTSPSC
CatL inh = inhibitors of human cathepsin L; P07711; purified cathepsin L, fluorogenic substrate, fluorescence; inhibition, %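 (tested at 10 µM)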; 58,000 compounds, 0.17% hits; AID 460; in the data active = inhibition above about 45%;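 note: 0% = enzyme with no compound and 100% = no enzyme blank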
Target sequence (P07711 114-288 limits assumed): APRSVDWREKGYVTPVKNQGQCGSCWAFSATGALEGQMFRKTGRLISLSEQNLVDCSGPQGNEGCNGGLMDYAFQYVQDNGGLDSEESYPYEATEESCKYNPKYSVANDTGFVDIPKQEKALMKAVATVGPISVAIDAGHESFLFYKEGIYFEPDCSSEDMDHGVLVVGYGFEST
Target sequence (P07711 292-333 limits assumed): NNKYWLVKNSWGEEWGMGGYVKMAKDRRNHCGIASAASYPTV
FXIIa inh mix = blocks human factor XIIa in pooled compound mixtures; purified FXIIa, fluorogenic substrate; inhibition, % at 5 µM; 62,000 compounds, 0.2% hits; AID 684;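 note: 0% = enzyme without compound and 100% = no enzyme blank; some results filed as inactive read as strong as hits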
Hsp90 inh = displaces geldanamycin probe from tumor Hsp90; P07900; NCI-N417 lysate Hsp90, Cy3B-geldanamycin FP displacement; 64,000 compounds, 0.35% hits; inhibition, % at 30 µM;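 active = inhibition above 50%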;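 note: 0% = tracer plus lysate wells and 100% = tracer alone without lysate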
CatG inh = blocks human cathepsin G enzyme activity; P08311; inhibition, % at 5 µM (by protocol); purified enzyme, AMC-tetrapeptide fluorescence, pooled mixtures; 62,000 compounds, 0.2% hits;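 active = inhibition above 20% in each of the two mixture wells holding the compound; inactive = inhibition of 20% or less in either well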;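 note: 0% = enzyme control without mixture and 100% = blank lacking enzyme; strong numbers were not always called active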
* = called active by the depositor; nt = no result given. Cut-off read from the data, not from the text of the source, unless noted: active = inhibition above about 20% (passing the limit was not always enough); inactive = the rest.

Sample of the layout:
Order of values – C1s block, Hsp90 inh, FXIa inh mix, CatL inh, MKP-1 inh, FXIIa inh mix, HTR1A agonist, Cdc25B inh, CatG inh
(1) CN1C(=O)/C(=C2\SC(=S)N(CC3CCCO3)C2=O)c2ccccc21 (configuration not stated)
 : 0, -3, 7, nt, 12, 12, -5.9, -8, 8
(2) CCOCCCNC(=O)CCNC(=O)c1cc(OC)c(OC)c(OC)c1
 : 13, -5, 6, 0, 6, 10, 0.1, -4, 6

This part in full, from the start:
Order of values – C1s block, Hsp90 inh, FXIa inh mix, CatL inh, MKP-1 inh, FXIIa inh mix, HTR1A agonist, Cdc25B inh, CatG inh
(1) CN1C(=O)/C(=C2\SC(=S)N(CC3CCCO3)C2=O)c2ccccc21 (configuration not stated)
 : 0, -3, 7, nt, 12, 12, -5.9, -8, 8
(2) CCOCCCNC(=O)CCNC(=O)c1cc(OC)c(OC)c(OC)c1
 : 13, -5, 6, 0, 6, 10, 0.1, -4, 6
(3) COc1ccc(C(=O)CC(=O)O)c2c1C=CC(C)(C)O2
 : 1, 1, 8, 6, 5, 4, -0.9, -9, 7
(4) c1ccc2sc(-c3ccc4c(c3)OCO4)nc2c1
 : -7, 2, 3, -14, -1, -16, 1.0, -19, 7
(5) COc1ccc(N(CC(=O)Nc2cc(C)ccc2OC)S(=O)(=O)c2c(C)noc2C)cc1
 : -26, 1, -3, 1, 10, 4, 0.4, -3, -2
(6) Cn1c(N)c(C(=O)NCc2ccccc2)sc1=S
 : 5, -7, 1, -2, -6, -36, -0.9, -11, -1
(7) C=CCn1c(Cc2csc(N)n2)nnc1SCC(=O)OCC
 : 3, -2, 7, 8, -1, 6, 0.9, -8, 4
(8) COc1ccc(CCN(C)C(=O)CSc2nccn2C)cc1OC
 : -10, 1, 4, 11, -9, 6, -1.7, 0, 5
(9) Cc1oc(-c2cccs2)nc1CS(=O)CC(=O)NCCc1ccccc1 (configuration not stated)
 : 2, -4, 4, nt, 8, -2, -3.8, -7, -1
(10) Cc1nnc(SC(C)C(=O)Nc2ccc3c(c2)OCCO3)s1 (configuration not stated)
 : 0, -2, 1, -8, 8, 8, 0.0, -1, 1
(11) COc1cccc(-c2cc(C(=O)N3CCN(c4ncccn4)CC3)c3ccccc3n2)c1
 : -26, -9, -4, -1, 9, 0, -0.6, 0, -9
(12) COc1cccc(N2C(=O)CC(N3CCC(c4nc5ccccc5[nH]4)CC3)C2=O)c1 (configuration not stated)
 : -14, -6, -3, 20, 9, -3, 1.8, -6, -1
(13) CCCC(=O)Nc1ccc(Cl)c(NC(=O)c2ccc(Br)o2)c1
 : 9, -5, -3, 1, 11, 6, -2.0, -10, 9
(14) O=C(NCC(=O)N(c1cccnc1)C(C(=O)NC1CCCCC1)c1cccnc1)c1ccco1 (configuration not stated)
 : 7, 0, 3, 9, 1, -15, -0.8, -12, 5
(15) CCCCN(C)CCNC(=O)c1c[nH]c2ccc(S(=O)(=O)N(CC)CC)cc2c1=O
 : 1, -2, 6, 6, 10, 2, -4.0, -3, 11
(16) Cc1cc(NC(=O)CCC(=O)N(c2cccc(F)c2)C(C(=O)NC2CCCC2)c2ccncc2)no1 (configuration not stated)
 : -48, -1, -11, 20, 12, -1, -1.1, -7, 1
(17) Cc1cccc(-c2nnc3sc(-c4ccccc4)nn23)c1
 : 9, -2, 4, -4, -9, -8, -1.4, 0, 9
(18) CN(C)c1ccc(-c2nnn(CC(=O)Nc3ccccc3N3CCOCC3)n2)cc1
 : -20, -3, -3, -3, 14, 1, 2.0, 6, -20
(19) Cn1c(SCC(=O)N2CCOCC2)nc2sc3c(c2c1=O)CCCC3
 : 3, -5, 1, -2, -3, 3, 2.0, 1, 11
(20) CC(=O)N1CCN(c2ccc(Oc3nc(-c4ccccc4)nc4ccccc34)cc2)CC1
 : nt, 0, nt, nt, 33, nt, -0.3, -13, nt
(21) Cc1ccc(NS(=O)(=O)c2ccc(C)c(C(=O)N3CCN(C)CC3)c2)cc1
 : -23, -4, 4, 7, 29, 0, -1.2, -3, -11
(22) CCOC(=O)CC(NS(=O)(=O)c1ccc(NC(C)=O)cc1)c1ccc(OCC)cc1 (configuration not stated)
 : 11, -3, -2, 10, -4, -26, -0.3, -3, 5
(23) CCOC(=O)CNc1ccc2c(c1)OCO2
 : -12, 13, -2, -1, -6, 11, -0.9, 12, 7
(24) Cc1cccc2c1NC(C)CC2C (configuration not stated)
 : -54, -5, -4, 23, 16, 1, -2.9, 2, 9
(25) COC(=O)c1ccccc1NC(=O)Cn1cnc2c(cnn2-c2ccccc2)c1=O
 : 5, -2, 10, 8, 9, 3, -1.8, -9, 1
(26) CCCN1C(=O)c2cc(C(=O)Nc3ccccc3CC)ccc2C1O (configuration not stated)
 : 14, -3, 10, -5, -9, 2, -0.7, -22, 9
(27) Cc1ccc(-c2nc(C3CCN(S(=O)(=O)c4ccc(C(F)(F)F)cc4)CC3)no2)cc1
 : 0, -1, 0, 19, -2, 0, -0.9, 5, 9
(28) Cc1ccccc1CNS(=O)(=O)c1ccc2c(c1)OCCO2
 : -2, 0, 0, 9, -2, 6, 0.2, 2, 10
(29) Cc1cc(NC(=O)CSc2nnc(-c3ccco3)n2CC2CCCO2)no1 (configuration not stated)
 : 5, -1, 8, -10, 9, 0, -1.3, -7, 8
(30) Cn1c(N2CCOCC2)nc(-c2ccccc2)c1-c1ccccc1
 : 2, -4, -3, 12, 2, -1, 2.0, -16, 6
(31) O=C(Cn1nc(Cl)nc1Cl)c1ccc2c(c1)OCCO2
 : 11, -3, 5, 20, 26, -1, -1.4, 8, 14
(32) Cc1cc(OCC(O)CN2CCN(C)CC2)ccc1C(C)C (configuration not stated)
 : 14, -5, 6, 9, -10, -1, -2.4, -10, 10
(33) O=C(NCc1nnc(SCC(=O)N2CCC(Cc3ccccc3)CC2)o1)c1ccccc1F
 : -5, -1, -5, -10, 7, 4, 3.6, -8, 18
(34) Cc1ccc(-c2nc(C#N)c(NCCc3ccccn3)o2)cc1
 : -6, 1, 4, 25, -4, 10, -0.5, -9, -7
(35) c1ccc(CCc2nn3c(C4COc5ccccc5O4)nnc3s2)cc1 (configuration not stated)
 : -22, 2, 4, 2, -1, -1, -1.3, -13, -11
(36) Cn1c(SCC(=O)N2CCCc3ccccc32)nnc1-c1ccco1
 : -16, -1, 2, 7, 4, 4, -0.8, -9, -13
(37) CC(C)n1c(NCc2nc3ccccc3n2C)nc2ccccc21
 : 2, 6, 2, 13, -1, -21, 0.2, -2, 1
(38) NS(=O)(=O)c1ccc(CCNC(=O)CNC(=O)C2CCCCC2)cc1
 : 1, -3, 6, 5, 1, 6, -2.5, -5, 0
(39) O=C(Nc1cccs1)NC1CCCC1
 : 3, -2, 0, 11, 12, -1, -1.6, -5, -1
(40) COc1cccc(OC)c1C(=O)N1CCN(S(=O)(=O)c2ccc(C)cc2)CC1
 : 6, -4, 8, 9, 1, 6, -1.5, -1, 8
(41) Cc1ccccc1NC(=O)Cn1cnc2c(oc3ccccc32)c1=O
 : 2, -1, -2, 8, 14, 5, -1.6, -9, 8
(42) COC(=O)c1ccccc1NC(=O)Cn1c(-c2nonc2N)nc2ccccc21
 : -3, -2, 0, 66*, -3, 11, -2.3, 1, -1
(43) CC(C)C(c1nnnn1Cc1ccco1)N1CCN(C2CCCC2)CC1 (configuration not stated)
 : -3, -2, 8, 26, -13, -25, 0.6, -11, -9
(44) CN=c1scc(C)n1/N=C/c1ccc(O)cc1
 : 0, 11, 1, 2, 3, 2, -1.9, 0, 2
(45) Cc1csc2nc3ccccc3c(=O)n12
 : -2, -4, 1, -6, -4, 1, 0.8, 5, 1
(46) CCN1C(=O)/C(=C2/Sc3ccccc3N2CCCS(=O)(=O)O)SC1=S
 : -53, -2, -10, 1, 33, -6, -0.8, 4, -5
(47) O=C(Oc1ccccc1C(=O)N1CCOCC1)c1ccccc1
 : 7, -4, 5, 10, -8, 0, -4.2, -12, 8
(48) CC(=O)c1cccc(NS(=O)(=O)N2CCCCC2)c1
 : 3, -6, -2, nt, 9, 2, -1.0, -5, 9
(49) O=C(Nc1nncs1)Oc1ccccc1
 : -2, 0, 12, 2, 6, 4, -1.1, -8, -1
(50) CC1CCN(C(=O)C2CCC(CNS(=O)(=O)c3cccc4cccnc34)CC2)CC1 (configuration not stated)
 : 14, -1, 7, nt, 6, 5, -0.9, -6, 11
(51) Nn1c(Nc2ccccc2)nc2ccccc21
 : 3, 1, 12, nt, -2, -3, -3.1, -17, 33
(52) COc1ccc(N(C)C(=O)CCS(=O)(=O)c2cccc3nonc23)cc1
 : 3, -8, -2, 7, 1, -14, 2.0, -13, -4
(53) CCOC(=O)c1c(C)[nH]c(C(=O)COC(=O)c2ccncc2)c1C
 : 15, -6, 14, 14, 18, -2, 1.0, -7, 55
(54) CC1Cc2nc(SCC(=O)NCc3ccco3)n(-c3ccccc3)c(=O)c2S1 (configuration not stated)
 : -5, -4, 3, -2, 6, 13, 0.3, -9, 6
(55) COc1ccc(/C=N/n2cc(-c3ccccc3)nc2N)cc1
 : 16, -1, 6, 0, -4, -1, -2.4, 1, 11
(56) O=C1c2ccccc2C(Nc2ccc(F)c(Cl)c2)N1c1ccccn1 (configuration not stated)
 : 9, 0, 5, nt, -4, -15, 0.1, -9, 9
(57) c1c2c(cc3sc(N4CCCCC4)nc13)OCO2
 : -9, 0, 2, 1, 5, 11, -3.6, 8, -1
(58) COc1ccccc1NC(=O)COc1ccc(C(=O)OCC(=O)N2CCCC2=O)cc1OC
 : 13, -1, 7, 4, 31, -19, 1.7, 2, 8
(59) CC(C(=O)NCC1CCCO1)N(C(=O)c1snc(C(N)=O)c1N)c1cccc(F)c1 (configuration not stated)
 : -30, -2, 4, -30, 0, 4, 0.7, -7, -5
(60) COc1ccc(CNc2ccc3cn[nH]c3c2)c(OC)c1OC
 : 2, nt, 8, -3, 3, 4, nt, -3, 0

Look-ups from the entries so far.
cpd 38 in CatL inh is listed with 5
cpd 15 in FXIa inh mix is listed with 6

(continued)
Order of values – C1s block, Hsp90 inh, FXIa inh mix, CatL inh, MKP-1 inh, FXIIa inh mix, HTR1A agonist, Cdc25B inh, CatG inh
(61) O=C(CN1CCN(Cc2ccccc2)CC1)c1c[nH]c2ccccc12
 : 15, -10, 4, 0, 5, -3, -2.8, 5, 14
(62) O=S1(=O)NC(=NCc2ccccc2)c2ccccc21
 : -11, -1, 3, -5, 5, 1, -4.0, -14, -11
(63) Cc1cc(Cl)ccc1OCCCC(=O)NC1CCN(C)CC1
 : -11, -3, 6, -7, 2, 11, -2.0, -6, 6
(64) CCC(CC)NC(=O)c1n[nH]c(=O)c2ccccc12
 : -24, -1, 1, 3, -13, 2, -2.0, 0, -13
(65) COc1ccc2c(c1OC)C(=O)OC2c1c(O)nc(SC)n(-c2ccccc2)c1=O (configuration not stated)
 : nt, 1, nt, 1, 10, nt, 1.4, 10, nt
(66) Cc1nc2nc(C)c(CCC(=O)NCCCN3CCN(c4cccc(Cl)c4)CC3)c(C)n2n1
 : 6, 2, -2, 3, -8, 5, 1.6, -8, 1
(67) COc1cccc(N2CCN(C3OC(=O)c4ccccc43)CC2)c1 (configuration not stated)
 : -30, 6, 1, 18, 6, 0, -1.0, -9, 6
(68) CCOC(=O)N1CCN(C(=O)C2CCCN(Cc3nc(-c4ccc(Cl)cc4)oc3C)C2)CC1 (configuration not stated)
 : -1, 0, 5, nt, 12, 4, 2.1, -21, -3

Assay outcomes (PubChem BioAssay)
